Screening data from PubChem.
rCAG binder – binders of r(CAG) RNA repeats, primary screen, biochemical, fluorescence; r(CAG) RNA repeat, TO-PRO-1 dye displacement fluorescence; inhibition, % at 3 µM; actives 1.3% (n = 370,000); AID 651821, 2012;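 active = inhibition above the plate cutoff, the mean of all test compounds on that plate plus 3 SD, cut at about 35% in these data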;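 note: 0% = DMSO alone and 100% = 100 µM mitoxantrone as full dye displacement; higher means more dye released from RNA so lower well fluorescence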
SIAE primary – human SIAE inhibitors, primary screen, biochemical, fluorescence polarization, FP-Rh probe, 1536-well HTS; Sialate O-acetylesterase (Homo sapiens), Q9HAT2; SIAE FP-Rh probe binding; inhibition, % at 9.66 µM; actives 0.69% (n = 370,000);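 active = inhibition above a cutoff: mean of compounds within the control limits plus 3 SD of those, cut at about 17% in these data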;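 note: 0% = plate median of compound wells and 100% = probe without SIAE protein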
Target sequence (Q9HAT2 whole entry, looked up): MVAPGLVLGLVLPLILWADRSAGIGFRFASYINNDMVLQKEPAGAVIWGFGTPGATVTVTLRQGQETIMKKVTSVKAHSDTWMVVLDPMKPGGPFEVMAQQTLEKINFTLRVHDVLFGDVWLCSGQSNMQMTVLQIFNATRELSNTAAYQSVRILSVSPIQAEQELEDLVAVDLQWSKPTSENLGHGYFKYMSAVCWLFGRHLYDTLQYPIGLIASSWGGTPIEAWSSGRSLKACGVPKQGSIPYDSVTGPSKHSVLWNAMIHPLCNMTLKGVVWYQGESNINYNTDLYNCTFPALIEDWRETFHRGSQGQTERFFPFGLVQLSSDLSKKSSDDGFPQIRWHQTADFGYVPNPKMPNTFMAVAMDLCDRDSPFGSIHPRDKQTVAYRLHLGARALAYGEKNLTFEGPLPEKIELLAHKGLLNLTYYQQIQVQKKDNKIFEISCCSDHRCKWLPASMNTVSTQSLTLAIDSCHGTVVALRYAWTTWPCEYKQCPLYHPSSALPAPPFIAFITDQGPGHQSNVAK
MBD2 DNA inh – inhibitors of MBD2 binding to methylated DNA, primary screen, biochemical, TR-FRET, DNA-binding domain, human; inhibition, % at 4.4 µM; AID 686964, 2013; Methyl-CpG-binding domain protein 2 (Homo sapiens), Q9UBB5; actives 0.31% (n = 370,000); MBD2 binding to methylated oligonucleotide; in the data active = inhibition above about 13%
GC-B act – human GC-B receptor activators, primary screen, HEK293 GC-B cells, cGMP TR-FRET, EC30 CNP. Atrial natriuretic peptide receptor 2 (Homo sapiens), P20594. actives 0.11% (n = 370,000). activation, % at 10 µM. 0% at EC30 CNP, 100% saturating CNP;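 active = activation at 10 µM reaching about 35% in either raw or pattern-adjusted values, limit read from the data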
PRMT1 inh – PRMT1 methyltransferase inhibitors, primary screen, biochemical, fluorescence polarization. recombinant PRMT1, activity-based probe fluorescence polarization. inhibition, % at 2.79 µM. actives 1.3% (n = 370,000);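 active = inhibition above about 21% made by adding two undisclosed values, limit read from the data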
Target sequence (Q99873 whole entry, looked up): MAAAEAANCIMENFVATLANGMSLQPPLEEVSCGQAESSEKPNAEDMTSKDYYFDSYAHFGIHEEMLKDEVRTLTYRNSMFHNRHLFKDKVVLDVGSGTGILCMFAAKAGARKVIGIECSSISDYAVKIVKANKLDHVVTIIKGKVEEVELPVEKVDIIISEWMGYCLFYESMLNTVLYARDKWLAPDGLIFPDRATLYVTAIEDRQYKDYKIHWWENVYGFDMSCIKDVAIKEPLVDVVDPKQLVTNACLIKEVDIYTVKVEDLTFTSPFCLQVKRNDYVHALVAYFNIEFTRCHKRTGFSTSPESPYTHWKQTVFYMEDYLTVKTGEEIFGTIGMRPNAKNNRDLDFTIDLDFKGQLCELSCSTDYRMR
HTRA1 inhibitor – HTRA1 serine protease inhibitors, primary screen, biochemical, fluorescence polarization, HTS | Q92743 | recombinant HTRA1, FP-rhodamine activity-based probe | inhibition, % at 5.96 µM | actives 0.5% (n = 340,000); in the data active = inhibition above about 36%;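 note: 0% = enzyme with DMSO and 100% = wells lacking enzyme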
UHRF1 binding – UHRF1 methylated DNA binding inhibitors, primary screen, counter-screen for MBD2 inhibitor project, biochemical, TR-FRET, human UHRF1, single concentration | actives 0.75% (n = 370,000) | UHRF1 binding to methylated oligo | inhibition, % at 4.4 µM | AID 687016, 2013 | E3 ubiquitin-protein ligase UHRF1 (Homo sapiens), Q96T88; in the data active = inhibition above about 21%;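 note: UHRF1 SRA domain binding a hemimethylated CpG hairpin DNA probe; 0% = median of test compound wells and 100% = reference inhibitor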
NPR1 activator – GC-A stimulated cGMP production enhancers – HEK293 GC-A cells, cGMP TR-FRET, EC30 ANP, primary screen. Atrial natriuretic peptide receptor 1 (Homo sapiens), P16066. 0% at EC30 ANP, 100% saturating ANP. activation, % at 10 µM. actives 0.14% (n = 370,000); in the data active = activation above about 40%
TCR-CD3 inh – inhibitors of human TCR-CD3 interaction, primary screen, biochemical, fluorescence, TAMRA-labeled TCR probe | T-cell receptor (TCR) | inhibition, % at 9.4 µM | actives 0.37% (n = 360,000) | AID 651800, 2012; in the data active = inhibition above about 19%;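 note: recombinant mutant TCR 2C K166C tagged with TAMRA read by polarization; 0% = receptor in buffer alone and 100% = receptor with positive control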
ABHD4 inh – ABHD4 inhibitors, primary screen, biochemical, fluorescence polarization, mouse. (Lyso)-N-acylphosphatidylethanolamine lipase (Mus musculus), Q8VD66. purified mABHD4, FP-Rh probe fluorescence polarization. inhibition, % at 8.92 µM. actives 0.54% (n = 370,000);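 active = inhibition exceeding the mean over every tested compound plus 3 SD, cut at about 30% in these data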;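 note: 0% = plate median of compound wells and 100% = S159A mutant with DMSO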
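Doses – 8.92 µM, single dose · Material – wild-type mouse ABHD4 protein · Replication – single well per compound (singlicate) · Measure – percent inhibition of probe binding, normalized to plate controls · Schedule – 45 min compound pre-incubation plus 60 min probe step, 25 °C · Detection – fluorescence polarization with parallel and perpendicular emission, 525/598 nm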
* = called active by the depositor; / = not tested or not shown.

Under each structure: UHRF1 binding, MBD2 DNA inh, NPR1 activator, HTRA1 inhibitor, ABHD4 inh, rCAG binder, TCR-CD3 inh, SIAE primary, PRMT1 inh, GC-B act
Cc1nc2c(C)cccn2c1C(=O)N/N=C/c1ccccc1[N+](=O)[O-]
→ 1.5, 2.9, 2.0, 4.3, -0.8, -3.5, 4.4, 1.1, 5.2, -5.3
Cc1cc2oc(=O)cc(CN3CCC(C)CC3)c2c(C)c1Cl
→ 2.4, 0.1, 8.3, 1.9, 3.9, 0.9, -6.8, 5.6, -0.3, 10.2
COCCOc1cc(NCc2ccccc2)c2ncn(C(C)C)c2c1
→ -5.1, -11.4, 5.3, 5.7, 19.7, -0.4, -2.4, 5.0, -0.3, -0.6
O=C(CCCC(=O)NN=Cc1ccccc1Cl)NN=Cc1ccccc1Cl
→ -4.1, 1.2, -13.1, -15.7, -26.8, -1.8, 5.2, 0.4, -1.2, -6.8
Cc1oc(/N=C/c2ccccc2O)c(C#N)c1C
→ -4.6, -1.9, -1.8, -0.2, 4.2, -3.5, 3.0, 4.2, 6.6, 4.5
COC(=O)c1ccc(OCC(=O)c2ccccc2)cc1
→ 21.1*, 15.8*, 0.1, 2.6, -8.4, 6.9, 2.8, -3.7, 1.3, 0.8
CC1=CC(C)C(=O)N(C)C(C)=C1 (stereo unspecified)
→ 0.7, 0.3, 0.3, 8.8, -3.5, 2.7, 3.7, -3.6, -2.2, -0.1
CC12C=CC3(CN(Cc4ccccc4)C(=O)C3C1C(=O)NC1CC1)O2 (stereo unspecified)
→ 2.5, 0.6, 1.3, 2.1, 4.3, 0.5, 5.0, -5.2, 0.6, 2.7
COc1cccc(OC)c1OCC(O)CN1CCN(c2ccccc2)CC1 (stereo unspecified)
→ -3.4, 2.6, 0.2, -2.2, 7.8, -5.2, 1.3, 5.7, -0.5, 1.9
O=S(=O)(Nc1nc(SCc2ccc(Cl)cc2)n[nH]1)c1ccccc1
→ 1.2, 6.9, -6.9, /, -18.4, 4.2, 3.9, 4.7, -2.0, -2.5
Cc1ccc(NC(=O)C2C(C(=O)O)C3C=CC2C32CC2)cc1 (stereo unspecified)
→ -2.5, -7.3, 5.5, -3.6, -2.2, -1.1, -4.7, -0.6, -0.4, 6.3
CCC(=O)Nc1cc(-c2nn3c(C)nnc3s2)ccc1C
→ -3.7, 4.1, -2.5, -0.4, 6.0, -1.4, 5.0, -2.8, -1.0, -1.3
COCCn1nnnc1CN(CCc1ccc(OC)c(OC)c1)Cc1cc2ccc(C)cc2[nH]c1=O
→ -6.2, -7.6, 0.7, -0.9, -1.1, -1.1, -2.4, -2.4, 6.9, 1.6
Cc1nc2scc(C)n2c(=O)c1S(=O)(=O)NCc1ccccc1Cl
→ 1.8, 3.9, 4.5, 0.8, 2.7, -4.0, -6.9, -7.8, 2.1, -0.1
COC(=O)C1=C(C)NC(=O)NC1c1ccc(-c2ccc(Cl)cc2)o1 (stereo unspecified)
→ -1.5, 0.9, -20.3, -7.2, -6.3, 1.2, -3.1, 7.2, 3.5, -10.1
Cc1ccc(S(=O)(=O)N2CCCC2C(=O)NCc2ccccc2F)cc1 (stereo unspecified)
→ 0.2, 0.2, 5.3, -2.7, -3.6, -4.0, 4.8, 11.4, -3.7, 1.6
CSc1nc2ccc(S(=O)(=O)Nc3c(C)n(C)n(-c4ccccc4)c3=O)cc2s1
→ 0.5, 2.5, 0.4, 1.2, 6.9, -3.0, -3.5, 5.2, 2.9, 4.7
O=C(Nc1nn[nH]n1)c1cc(-c2ccc(Cl)c(Cl)c2Cl)nc2ccccc12
→ -2.6, -0.7, 2.1, 3.9, -6.6, 0.5, 1.8, -2.7, -7.4, -2.9
COc1ccc(NS(=O)(=O)c2cc(N)ccc2N2CCOCC2)cc1
→ -1.3, -0.9, -5.3, 6.3, -6.3, 3.3, -2.8, -1.2, -2.1, -0.6
COc1ccc(CNC(=O)C(c2ccccc2F)N(C(=O)c2csnn2)C2CC2)cc1 (stereo unspecified)
→ 5.0, 1.6, -5.2, 5.3, -12.9, -3.2, -4.4, -1.2, 6.8, -8.3
O=C(Nc1cccc2nsnc12)c1ccc2c(c1)OCCO2
→ -5.0, -4.5, -2.0, -8.5, -7.1, 5.4, 0.9, -4.7, 1.2, -0.7
CCC(NC(=O)c1ccccc1NC(=O)c1ccccc1)C(=O)NNC(=O)c1cccnc1 (stereo unspecified)
→ -2.2, 1.1, 0.6, -0.8, 3.5, -0.6, 1.0, 1.7, 0.3, -5.6
CC1CCN(C(=O)c2[nH]cnc2C(=O)Nc2nccs2)CC1
→ -0.6, 4.0, 1.1, 6.3, 4.8, -3.3, 0.3, -1.6, -0.7, 3.1
CCN(CC)S(=O)(=O)c1cc(NC(=O)CNc2cccc(S(=O)(=O)N3CCOCC3)c2)ccc1C
→ -0.1, 0.6, 3.2, -8.0, -1.5, 2.6, -0.9, -1.9, 0.1, -5.8
CCOC(=O)N1CCN(C(=O)CNC(=O)C23CC4CC(CC(C4)C2)C3)CC1
→ 5.3, 6.0, -1.4, 1.3, -6.6, -8.6, -8.0, 1.5, 6.0, 3.5
CCOc1ccc(/C=C/C(=O)OCC(=O)Nc2cccc(S(=O)(=O)N3CCCC3)c2)cc1
→ -1.4, -7.2, -2.9, -21.1, -24.9, 10.3, 4.6, -48.2, 0.7, 5.3
CCOC(=O)C1CCCN(c2cc(C)nc3cc(-c4ccc(F)cc4)nn23)C1 (stereo unspecified)
→ 2.1, 6.5, -1.7, -45.1, -13.4, -1.1, -9.1, -1.8, 4.0, -4.1
COc1cccc(CNC(=O)CCC(=O)n2ncc3cc(C)ccc32)c1OC
→ -2.7, -2.7, -0.5, 1.2, 5.8, 4.3, 2.7, -0.4, -4.1, -6.7
CC1=C(C(=O)N2CCOCC2)CC(CC(=O)NCCc2ccccn2)C(=O)N1CCC1=CCCCC1 (stereo unspecified)
→ -1.8, 1.3, 2.2, /, 10.0, -4.0, -5.0, 3.0, -0.3, 2.1
COc1ccc(C2C(C(=O)Nc3cccc(C)n3)CCC(=O)N2c2ccc(OC)cc2)cc1 (stereo unspecified)
→ -0.1, -0.3, 0.1, /, 2.0, -3.4, -0.8, 13.1, -2.2, 4.4
O=C(COC(=O)COc1ccc(Cl)cc1Cl)NC1CC1
→ 1.3, 1.6, -1.1, -1.1, -4.8, -0.9, -1.7, -1.5, -3.1, -1.3
CN1/C(=C\C(=O)COC(=O)CNC(=O)c2ccccc2F)C(C)(C)c2ccccc21
→ 4.5, -1.6, -3.1, 7.2, -7.6, -4.6, -9.5, -6.8, 4.2, -2.4
O=S(=O)(Nc1ncnc2c1oc1ccccc12)c1ccc(Cl)s1
→ -0.9, -1.5, 0.2, -1.0, -9.9, 35.7*, 5.6, -0.2, 1.2, -0.6
Cn1cc(C(=O)C(=O)N2CCN(c3ccccc3)CC2)c2ccccc21
→ 16.4, 0.0, -4.1, 6.6, 1.4, -2.7, 6.1, -3.6, -0.8, 2.3
CC(=O)OC(C(=O)N1CCN(c2ccc(F)cc2)CC1)c1ccccc1 (stereo unspecified)
→ -0.2, -6.0, -1.1, -3.8, 1.3, -7.7, -3.6, 7.8, -3.4, -3.4
CCCCn1nnnc1SCC(=O)c1cc(Cl)ccc1OC
→ -0.4, 1.0, 1.2, -12.2, -2.0, 1.0, 6.9, -7.0, -1.2, 1.2
O=[N+]([O-])c1cc([N+](=O)[O-])c(Oc2ccc(F)cc2)cc1NN1CCCCC1
→ -1.3, -0.1, 9.8, 2.8, 2.0, 1.8, 4.9, 7.8, -1.9, -4.6
COC(=O)c1ccc(Cn2ccc3ccc(-c4ccc5ccn(C(=O)c6ccccc6)c5c4)cc32)cc1
→ -1.1, -2.4, 0.3, /, 2.1, 13.0, /, -3.4, 0.6, 5.1
CCOc1ccc(C(=O)Nc2ccc(C(=O)N3CCOCC3)cc2)c(OCC)c1
→ 5.5, 9.8, 10.3, -10.9, 2.8, 1.1, -8.0, -2.5, 7.1, 13.8
COc1cccc(C2NC(=O)CCC2[N+](=O)[O-])c1 (stereo unspecified)
→ 4.3, 1.4, -1.3, 12.1, 2.3, -1.9, -0.2, 8.2, -2.9, 2.1
CC(=O)Nc1ccc(SC[C@H](C)CN2CC[C@H](C(C)(C)C)CCC2=O)cc1
→ 5.9, -2.4, 0.5, -10.2, -4.7, 0.1, 6.8, 3.8, 23.8*, 1.2
NC(=O)COC(=O)Cc1coc2cc3c(cc12)CCC3
→ -1.4, -1.8, 5.4, 12.2, 1.8, 4.7, 1.1, 3.7, -0.7, 4.9
COc1ccc(OC)c(NC(=O)COC(=O)Cc2ccc(-c3ccccc3)cc2)c1
→ -0.2, -4.3, 0.8, -28.4, -5.6, 8.0, -7.2, 10.0, -2.4, 0.4
O=C(c1ccc(Cl)cc1)c1nnc(-c2ccncc2)o1
→ -2.2, -2.4, 0.3, 2.3, 6.6, -0.4, 1.0, -2.6, 0.2, 4.3
COc1ccc(N2C(=O)[C@@H]3[C@H](C2=O)[C@H]2c4ccccc4C=CN2[C@@H]3C(C)=O)cc1
→ -7.1, -6.4, -0.7, -0.4, 3.2, 11.2, 0.4, -2.9, 4.7, 3.4
COc1ccc(Oc2c(C(F)(F)F)oc3cc(OCC(=O)O)ccc3c2=O)cc1
→ 3.3, 4.1, 1.1, -4.0, 2.7, 10.7, -8.8, 8.8, 3.3, 3.9
COc1ccc(NC(=O)c2c(NC(=O)CNCc3ccco3)sc3c2CCC3)c(OC)c1
→ 11.7, 3.5, 7.4, 0.1, 8.0, 10.6, -2.6, 6.5, 1.3, -12.0

Reformatted with bars between the fields: three of the compounds above.
mol | UHRF1 binding | MBD2 DNA inh | NPR1 activator | HTRA1 inhibitor | ABHD4 inh | rCAG binder | TCR-CD3 inh | SIAE primary | PRMT1 inh | GC-B act
CC(=O)Nc1ccc(SC[C@H](C)CN2CC[C@H](C(C)(C)C)CCC2=O)cc1 | 5.9 | -2.4 | 0.5 | -10.2 | -4.7 | 0.1 | 6.8 | 3.8 | 23.8* | 1.2
NC(=O)COC(=O)Cc1coc2cc3c(cc12)CCC3 | -1.4 | -1.8 | 5.4 | 12.2 | 1.8 | 4.7 | 1.1 | 3.7 | -0.7 | 4.9
COc1ccc(OC)c(NC(=O)COC(=O)Cc2ccc(-c3ccccc3)cc2)c1 | -0.2 | -4.3 | 0.8 | -28.4 | -5.6 | 8.0 | -7.2 | 10.0 | -2.4 | 0.4

Arranged by value in MBD2 DNA inh (largest number first): some entries from above.
Compound	MBD2 DNA inh
COC(=O)c1ccc(OCC(=O)c2ccccc2)cc1	15.8*
Cc1nc2c(C)cccn2c1C(=O)N/N=C/c1ccccc1[N+](=O)[O-]	2.9
COc1cccc(C2NC(=O)CCC2[N+](=O)[O-])c1 (stereo unspecified)	1.4
CCC(NC(=O)c1ccccc1NC(=O)c1ccccc1)C(=O)NNC(=O)c1cccnc1 (stereo unspecified)	1.1
COc1ccc(OC)c(NC(=O)COC(=O)Cc2ccc(-c3ccccc3)cc2)c1	-4.3

Some of the compounds tested (hit frequency here may not be typical).
